Assay outcomes deposited in PubChem BioAssay by The Scripps Research Institute Molecular Screening Center.
FBW7 activator: activators of human E3 ligase FBW7. Q969H0. AlphaScreen FBW7–phospho-cyclin E peptide binding, activator screen. normalized activity (activation), % at 26.1 µM. 0.13% of 650,000 active; in the data active = normalized activity above about 1.9%;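 also: purified mutant Fbw7 with reduced substrate affinity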
TEAD-YAP block: TEAD-YAP interaction inhibition | HEK-TIYL cells, TEAD-Gal4/YAP UAS-luciferase luminescence | inhibition, % at 9.12 µM | 1.4% of 640,000 active | AID 1259422; in the data active = inhibition above about 32%;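 also: 0% = median of test compound wells and 100% = reference inhibitor wells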
MITF inh: blocks human microphthalmia-associated transcription factor. AlphaScreen MITF homodimerization, bead proximity signal. inhibition, % at 2.6 µM. 0.91% of 650,000 active. AID 1259374; in the data active = inhibition above about 50%;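 also: 0% = vehicle wells with protein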
Target sequence (O75030 whole entry, looked up): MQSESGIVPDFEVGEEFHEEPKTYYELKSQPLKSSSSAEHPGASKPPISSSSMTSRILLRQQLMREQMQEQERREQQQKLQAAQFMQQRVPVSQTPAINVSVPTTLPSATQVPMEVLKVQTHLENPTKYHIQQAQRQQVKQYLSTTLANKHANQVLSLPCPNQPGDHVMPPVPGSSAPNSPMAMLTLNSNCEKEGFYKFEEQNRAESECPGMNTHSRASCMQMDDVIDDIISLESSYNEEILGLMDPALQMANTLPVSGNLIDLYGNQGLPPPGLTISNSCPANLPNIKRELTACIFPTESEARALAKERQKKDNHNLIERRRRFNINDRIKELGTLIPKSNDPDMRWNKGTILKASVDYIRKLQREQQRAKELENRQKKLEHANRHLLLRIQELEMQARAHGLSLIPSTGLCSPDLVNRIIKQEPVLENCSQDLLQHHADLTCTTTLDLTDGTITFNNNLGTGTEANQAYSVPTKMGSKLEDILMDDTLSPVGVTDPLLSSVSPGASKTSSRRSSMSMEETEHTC
GPR151 ag: activators of human GPR151. AID 1508602. 1% of 650,000 active. activation, % at 11.2 µM. PathHunter beta-arrestin GPR151 cells, luminescence; in the data active = activation above about 4.9%;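 also: 0% = median of compound wells and 100% = cells with positive control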
Target sequence (Q8TDV0 whole entry, looked up): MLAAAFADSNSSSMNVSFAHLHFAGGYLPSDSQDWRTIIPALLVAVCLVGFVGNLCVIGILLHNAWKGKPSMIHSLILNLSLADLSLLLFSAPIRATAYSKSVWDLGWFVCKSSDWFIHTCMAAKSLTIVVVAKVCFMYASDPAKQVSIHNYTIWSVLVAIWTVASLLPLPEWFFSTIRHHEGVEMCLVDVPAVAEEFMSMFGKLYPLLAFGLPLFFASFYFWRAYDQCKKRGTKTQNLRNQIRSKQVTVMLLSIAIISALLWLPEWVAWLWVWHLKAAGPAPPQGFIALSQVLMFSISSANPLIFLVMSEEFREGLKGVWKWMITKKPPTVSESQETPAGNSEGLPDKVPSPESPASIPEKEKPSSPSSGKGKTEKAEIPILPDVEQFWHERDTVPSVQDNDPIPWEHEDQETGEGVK
The depositor's hits bear a star.

CCN1CCN(CCCCOc2ccc([N+](=O)[O-])c(C)c2)CC1 was read as FBW7 activator 0.2, TEAD-YAP block 1.1, MITF inh 13.1 and GPR151 ag -1.8.
`CCc1ccc(OCC(=O)NNC2CC(=O)N(c3ccc(OC)c(Cl)c3)C2=O)cc1` (stereo not drawn) gave FBW7 activator -0.1, TEAD-YAP block -3.3, MITF inh -6.6 and GPR151 ag 0.2.
For O=c1c2cnn(-c3ccccc3)c2nc(-c2cccs2)n1-c1ccc(Br)cc1 the results were FBW7 activator 0.0, TEAD-YAP block 2.3, MITF inh 7.2 and GPR151 ag 3.5.
NC(CC(=O)O)c1cc(F)ccc1F (stereo not drawn) was read as FBW7 activator 0.3, TEAD-YAP block 0.4, MITF inh 12.4 and GPR151 ag -1.1.
`COc1ccc(-c2nn(C)c3sc(C(=O)N4CCC5(CC4)OCCO5)cc23)cc1OC` gave FBW7 activator 0.0, TEAD-YAP block 9.8, MITF inh 14.9 and GPR151 ag 3.4.
For O=C(Nc1ccc(Cl)cc1Cl)c1ccco1 the results were FBW7 activator 0.7, TEAD-YAP block -37.7, MITF inh 2.1 and GPR151 ag -1.6.
`CC(=O)Nc1nn2c(-c3ccccc3C)nnc2s1` gave FBW7 activator 0.7, TEAD-YAP block -0.5, MITF inh -10.8 and GPR151 ag -1.3.
Screening O=C(c1ccc(Cl)c([N+](=O)[O-])c1)N1CCCc2ccccc21 returned FBW7 activator 0.1, TEAD-YAP block 17.9, MITF inh 5.3 and GPR151 ag 1.3.
CSc1ccccc1NC(=O)c1ccc(Cl)s1 was read as FBW7 activator 0.2, TEAD-YAP block 0.6, MITF inh -3.1 and GPR151 ag -0.2.
COc1cccc(C(=O)Nc2cc(OC)c(OC)cc2C(=O)O)c1 was read as FBW7 activator -0.2, TEAD-YAP block -15.3, MITF inh 6.9 and GPR151 ag 3.3.

Sorted by count of non-hydrogen atoms (smallest number first): six of the compounds above.
CSc1ccccc1NC(=O)c1ccc(Cl)s1 was read as FBW7 activator 0.2, TEAD-YAP block 0.6, MITF inh -3.1 and GPR151 ag -0.2.
Screening O=C(c1ccc(Cl)c([N+](=O)[O-])c1)N1CCCc2ccccc21 returned FBW7 activator 0.1, TEAD-YAP block 17.9, MITF inh 5.3 and GPR151 ag 1.3.
CCN1CCN(CCCCOc2ccc([N+](=O)[O-])c(C)c2)CC1 was read as FBW7 activator 0.2, TEAD-YAP block 1.1, MITF inh 13.1 and GPR151 ag -1.8.
COc1cccc(C(=O)Nc2cc(OC)c(OC)cc2C(=O)O)c1 was read as FBW7 activator -0.2, TEAD-YAP block -15.3, MITF inh 6.9 and GPR151 ag 3.3.
For O=c1c2cnn(-c3ccccc3)c2nc(-c2cccs2)n1-c1ccc(Br)cc1 the results were FBW7 activator 0.0, TEAD-YAP block 2.3, MITF inh 7.2 and GPR151 ag 3.5.
`CCc1ccc(OCC(=O)NNC2CC(=O)N(c3ccc(OC)c(Cl)c3)C2=O)cc1` (stereo not drawn) gave FBW7 activator -0.1, TEAD-YAP block -3.3, MITF inh -6.6 and GPR151 ag 0.2.

Returning to the listing; the two compounds before the break are reprinted first.
CSc1ccccc1NC(=O)c1ccc(Cl)s1 was read as FBW7 activator 0.2, TEAD-YAP block 0.6, MITF inh -3.1 and GPR151 ag -0.2.
COc1cccc(C(=O)Nc2cc(OC)c(OC)cc2C(=O)O)c1 was read as FBW7 activator -0.2, TEAD-YAP block -15.3, MITF inh 6.9 and GPR151 ag 3.3.
`COc1ccc(CNc2nc(Nc3ccc(OC)nc3)nc3nc[nH]c23)cc1` gave FBW7 activator 0.0, TEAD-YAP block 0.9, MITF inh 18.3 and GPR151 ag -2.1.
For CN1/C(=C\C(=O)COC(=O)CNC(=O)c2ccc3ccccc3c2)C(C)(C)c2ccccc21 the results were FBW7 activator 0.3, TEAD-YAP block -0.3, MITF inh 2.3 and GPR151 ag 1.2.
Screening CC(C)C1CC(CCN2CCOCC2)(c2ccccc2)CCO1 (stereo not drawn) returned FBW7 activator 0.2, TEAD-YAP block 7.9, MITF inh 15.7 and GPR151 ag -1.2.
`Cc1ccc(/C=C2/N=C(c3ccc(C)c(C)c3)OC2=O)o1` gave FBW7 activator 0.1, TEAD-YAP block 7.1, MITF inh 16.5 and GPR151 ag -0.2.
For Cn1c(C2CCCN2)nc2ccccc21 (stereo not drawn) the results were FBW7 activator -1.2, TEAD-YAP block 9.5, MITF inh 12.2 and GPR151 ag 1.5.
`COC(=O)c1cnc(NCC2COc3ccccc3O2)c2ccccc12` (stereo not drawn) gave FBW7 activator 0.5, TEAD-YAP block 0.3, MITF inh 3.5 and GPR151 ag -1.5.
`CCOc1ccccc1C1C(C#N)=C(SCC(N)=O)NC(C)=C1C(=O)Nc1ccccc1` (stereo not drawn) gave FBW7 activator -0.1, TEAD-YAP block -10.7, MITF inh -7.0 and GPR151 ag 1.8.
CC(NC(=O)[C@H](C)NC(N)=O)C12CC3CC(CC(C3)C1)C2 (stereo partly drawn) was read as FBW7 activator 0.1, TEAD-YAP block -2.8, MITF inh -2.3 and GPR151 ag 0.0.
For CC(C)NC(=O)COC(=O)C1CSC2(c3ccc(Br)cc3)CCC(=O)N12 (stereo not drawn) the results were FBW7 activator -0.1, TEAD-YAP block 10.3, MITF inh 6.1 and GPR151 ag -2.3.
O=[N+]([O-])c1ccccc1S(=O)(=O)NCCC1=CCCCC1 was read as FBW7 activator -0.1, TEAD-YAP block -9.6, MITF inh 15.6 and GPR151 ag 4.2.
For N#CC1=C(N)Oc2n[nH]c(-c3ccc4c(c3)OCO4)c2C1c1ccccc1C(F)(F)F (stereo not drawn) the results were FBW7 activator -0.1, TEAD-YAP block -8.1, MITF inh -14.4 and GPR151 ag -0.7.
For O=C(Nc1ccnn1C1CCN(C2CCN(Cc3ccccn3)CC2)CC1)C1CC1 the results were FBW7 activator 0.3, TEAD-YAP block 7.0, MITF inh 6.6 and GPR151 ag -1.1.
For Cc1oc(-c2ccc(Cl)cc2)nc1CN1CCCC(C(=O)NCCN2CCCC2)C1 (stereo not drawn) the results were FBW7 activator 0.5, TEAD-YAP block -8.5, MITF inh 6.5 and GPR151 ag 1.1.
For CCN(CC)C(=O)CSc1nnc2[nH]c(=O)cc(C)n12 the results were FBW7 activator 0.1, TEAD-YAP block -1.3, MITF inh -5.3 and GPR151 ag 0.6.
N#CC1=C2SCN(Cc3ccco3)CN2C(=O)CC1c1ccc(F)cc1 (stereo not drawn) was read as FBW7 activator -0.4, TEAD-YAP block -2.6, MITF inh -3.9 and GPR151 ag 2.6.
Cc1cnc(C(=O)OCC(=O)Nc2oc(-c3ccccc3)c(-c3ccccc3)c2C#N)cn1 was read as FBW7 activator -0.1, TEAD-YAP block 17.5, MITF inh 1.8 and GPR151 ag 0.2.
Screening Cc1ccc(/C=C(\C#N)C(=O)Nc2ccc(Cl)cc2[N+](=O)[O-])o1 returned FBW7 activator 0.4, TEAD-YAP block -2.6, MITF inh 0.4 and GPR151 ag 0.1.
For CCOc1ccc(NS(=O)(=O)c2c(C)nc3sccn3c2=O)cc1 the results were FBW7 activator 0.0, TEAD-YAP block 0.1, MITF inh 1.2 and GPR151 ag -0.2.
For CC(NC(=O)/C=C/c1ccccc1Cl)c1ccccc1 (stereo not drawn) the results were FBW7 activator 0.0, TEAD-YAP block 2.3, MITF inh 0.1 and GPR151 ag 1.8.
`c1ccc(CNc2ncnc3nc(-c4csc5ccccc45)[nH]c23)cc1` gave FBW7 activator 0.0, TEAD-YAP block -1.4, MITF inh 2.3 and GPR151 ag 0.0.
COc1cccc(C(=O)Nc2cc(OC)ccc2OC)c1 was read as FBW7 activator -0.1, TEAD-YAP block -4.5, MITF inh -2.5 and GPR151 ag -1.0.
Screening Cc1cc(C)cc(OCC(=O)Nc2sc(C)c(C)c2C(N)=O)c1 returned FBW7 activator 0.0, TEAD-YAP block -30.4, MITF inh -3.5 and GPR151 ag 1.2.
`Cc1ccccc1Oc1nc2c(C)cccn2c(=O)c1/C=C(\C#N)C(N)=O` gave FBW7 activator 0.1, TEAD-YAP block 15.0, MITF inh 3.1 and GPR151 ag 0.0.
`COc1cc(C(=O)Nc2cccc(-c3nc4cc(C)c(C)cc4o3)c2)cc(OC)c1OC` gave FBW7 activator 0.0, TEAD-YAP block -3.2, MITF inh 7.6 and GPR151 ag 0.1.
`COc1cccc(OCCOc2ccc(/C=C3/C(=N)N4OC(C)=CC4=NC3=O)cc2OC)c1` gave FBW7 activator 0.2, TEAD-YAP block -5.9, MITF inh 22.0 and GPR151 ag -0.2.
Screening CCNc1ccc(N2CCC(C(=O)NCCc3ccc(O)cc3)CC2)nn1 returned FBW7 activator -0.2, TEAD-YAP block 0.5, MITF inh -1.4 and GPR151 ag 0.7.
For COc1ccc(S(=O)(=O)n2c(SCc3ccc(C(F)(F)F)cc3)nc3ccccc32)cc1 the results were FBW7 activator -0.1, TEAD-YAP block -16.6, MITF inh -0.1 and GPR151 ag -0.2.
Cc1cccc(CN2CCN(C3CCCCC3)CCC2=O)c1 was read as FBW7 activator 0.0, TEAD-YAP block -7.3, MITF inh -8.0 and GPR151 ag -0.3.
O=C(NCC(c1cccnc1)N1CCN(c2ccc(F)cc2)CC1)c1ccccc1 (stereo not drawn) was read as FBW7 activator -0.1, TEAD-YAP block 12.9, MITF inh 7.4 and GPR151 ag 0.1.
CCC(c1nnnn1C(C)(C)CC)N(CCO)Cc1cc2ccc(C)cc2[nH]c1=O (stereo not drawn) was read as FBW7 activator 0.1, TEAD-YAP block -4.8, MITF inh -15.2 and GPR151 ag -0.6.
For CCCNC(=O)c1cnc(Nc2ccncn2)s1 the results were FBW7 activator -0.1, TEAD-YAP block 7.2, MITF inh 7.0 and GPR151 ag 0.4.
For Cc1cc(N2CCCCC2)nc2ccc(NC(=O)c3ccc4c(c3)c(C)c(C)n4C)cc12 the results were FBW7 activator 0.0, TEAD-YAP block -1.9, MITF inh 5.4 and GPR151 ag -0.8.
For O=C(CCNS(=O)(=O)c1ccc(Cl)cc1)NCc1ccccn1 the results were FBW7 activator -1.1, TEAD-YAP block -2.4, MITF inh 16.2 and GPR151 ag -1.8.
`COc1ccccc1NC(=O)C1=C(C)Nc2sc(C#N)c(N)c2C1c1ccco1` (stereo not drawn) gave FBW7 activator 0.0, TEAD-YAP block -4.7, MITF inh 2.0 and GPR151 ag 0.2.
`O=C(NC(C(=O)Nc1cccc(Cl)c1)c1ccccc1Cl)c1ccccc1` (stereo not drawn) gave FBW7 activator 0.2, TEAD-YAP block 3.7, MITF inh 4.8 and GPR151 ag -2.3.
Screening COc1ccc(OC)c(-n2c(=S)sc3c(=O)n(-c4ccccc4C)c(SCC#N)nc32)c1 returned FBW7 activator -0.1, TEAD-YAP block -2.6, MITF inh 1.7 and GPR151 ag -0.2.
COc1cccc(N2CC(=O)N(/N=C/c3ccccn3)CC2=O)c1 was read as FBW7 activator 0.5, TEAD-YAP block 10.7, MITF inh 9.2 and GPR151 ag -0.4.
`CCCCNC(=O)C(CC)Sc1nc2ccccc2c(=O)n1CC1CCCO1` (stereo not drawn) gave FBW7 activator -0.1, TEAD-YAP block -7.5, MITF inh 0.6 and GPR151 ag 0.1.
Screening NC(=O)C1C2C=CC3(O2)C1C(=O)N(Cc1cccs1)C3C(=O)NC1CCCCC1 (stereo not drawn) returned FBW7 activator -0.3, TEAD-YAP block -0.1, MITF inh -10.7 and GPR151 ag 0.7.
For O=C(OCCNC(=O)c1cccnc1)C(=O)OCCNC(=O)c1cccnc1 the results were FBW7 activator -0.2, TEAD-YAP block 0.5, MITF inh -6.4 and GPR151 ag 1.6.
NS(=O)(=O)c1ccc(NC(=O)c2cc3cc([N+](=O)[O-])ccc3s2)cc1 was read as FBW7 activator 0.0, TEAD-YAP block -1.4, MITF inh 10.1 and GPR151 ag 2.0.
Screening COc1ccc(-c2csc(N(Cc3ccco3)C(=O)CCl)n2)cc1 returned FBW7 activator -0.2, TEAD-YAP block -69.6, MITF inh -6.3 and GPR151 ag 0.5.
For CN(CC(=O)NCCN1CCOCC1)S(=O)(=O)c1ccc2ccccc2c1 the results were FBW7 activator 0.2, TEAD-YAP block 1.2, MITF inh 5.7 and GPR151 ag -1.6.
Cc1cc(C)n(CC(C)NCc2c(C(=O)N3CCCCC3)nc3c(C)cccn23)n1 (stereo not drawn) was read as FBW7 activator 0.0, TEAD-YAP block 3.9, MITF inh 5.8 and GPR151 ag 1.0.
`CC1CCN(Cc2nnnn2CC(=O)NC2CCCN(Cc3ccccc3)C2)CC1` (stereo not drawn) gave FBW7 activator 0.1, TEAD-YAP block 6.7, MITF inh 10.9 and GPR151 ag 1.2.
Screening COc1ccccc1N1CCN(Cc2nnc(-c3cccc(Br)c3)o2)CC1 returned FBW7 activator -0.1, TEAD-YAP block -6.2, MITF inh -0.5 and GPR151 ag 0.1.
For Cn1c(=O)c2cc(C(=O)N3CCN(c4ncccn4)CC3)sc2c2ccccc21 the results were FBW7 activator -0.5, TEAD-YAP block -5.9, MITF inh 0.0 and GPR151 ag 0.0.
CCC(CC)NC(=O)c1ccc(NC(C)=O)cc1 was read as FBW7 activator -0.1, TEAD-YAP block 1.6, MITF inh 35.3 and GPR151 ag 0.3.
Screening Cc1ccc(-c2nnn(CC(=O)N(CC(=O)NC3CCCCC3)c3ccc(F)cc3)n2)o1 returned FBW7 activator 0.0, TEAD-YAP block 7.4, MITF inh -2.0 and GPR151 ag -0.7.
C=CCn1c2cc(C)sc2c2cnn(CC(=O)N3CCC(C)CC3)c(=O)c21 was read as FBW7 activator -0.1, TEAD-YAP block 17.0, MITF inh 16.2 and GPR151 ag -0.2.
For CCC(=O)N1c2ccccc2-c2nnc(SC)nc2OC1c1ccccc1OC (stereo not drawn) the results were FBW7 activator -0.1, TEAD-YAP block 5.0, MITF inh 6.2 and GPR151 ag -0.7.
